Mcl1-Noxa inh: Mcl-1/Noxa interaction inhibition. Q07820. TR-FRET Mcl-1/Noxa peptide binding, 2 h. inhibition, % at 21.7 µM. 1.5% of 220,000 active. AID 1022;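 active = compounds that cut the protein-peptide binding signal by more than 50% relative to plate controls in a single-dose test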;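 note: His-tagged Mcl-1 with rhodamine Noxa BH3 peptide and terbium anti-His antibody; 0% = Mcl-1 plus Noxa peptide wells and 100% = peptide-only wells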
Rac1 wt GTP bind: alters GTP binding to wildtype human Rac1. GTP binding activity (% of control), % at 10 µM. 0.27% of 190,000 active. AID 757. P63000. GST-Rac1 beads, fluorescent GTP binding, flow cytometry; actives lie on both sides; 0 = cold GTP competed, 100 = untreated;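 active = GTP binding activity at least 20 points away from the 100% control level, either lower or higher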
Cdc42 wt: changes GTP binding to wildtype human Cdc42 | P60953 | GST-Cdc42 beads, Bodipy-GTP binding, flow cytometry; actives lie on both sides | percent activity (GTP binding), % at 10 µM | 0.2% of 190,000 active | AID 761;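 active = percent activity GTP binding at least 20 points away from the 100% baseline, either down as inhibitor or up as activator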;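 note: median bead fluorescence of bound Bodipy-FL-GTP at 100 nM; 0% = excess unlabeled GTP control and 100% = no compound control; below 100% means less GTP binding so inhibitor and above means activator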
Target sequence (P60953 whole entry, looked up): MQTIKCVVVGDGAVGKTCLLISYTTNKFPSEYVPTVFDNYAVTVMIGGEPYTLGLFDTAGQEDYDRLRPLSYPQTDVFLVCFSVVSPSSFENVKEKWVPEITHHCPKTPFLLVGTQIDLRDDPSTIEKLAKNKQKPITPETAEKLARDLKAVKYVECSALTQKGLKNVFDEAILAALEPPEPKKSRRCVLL
RGS8-Gao: regulators of human RGS8-Galphao interaction; multiplexed bead flow cytometry, RGS8-Galphao binding; actives lie on both sides; AID 1423; 0.34% of 220,000 active; response (percent of control binding), % at 10 µM; in the data active = response below about 60% or above about 140%; inactive = in between;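 note: Galphao activated as the GDP aluminium fluoride complex binding bead-coupled RGS8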
Target sequence (P09471 whole entry, looked up): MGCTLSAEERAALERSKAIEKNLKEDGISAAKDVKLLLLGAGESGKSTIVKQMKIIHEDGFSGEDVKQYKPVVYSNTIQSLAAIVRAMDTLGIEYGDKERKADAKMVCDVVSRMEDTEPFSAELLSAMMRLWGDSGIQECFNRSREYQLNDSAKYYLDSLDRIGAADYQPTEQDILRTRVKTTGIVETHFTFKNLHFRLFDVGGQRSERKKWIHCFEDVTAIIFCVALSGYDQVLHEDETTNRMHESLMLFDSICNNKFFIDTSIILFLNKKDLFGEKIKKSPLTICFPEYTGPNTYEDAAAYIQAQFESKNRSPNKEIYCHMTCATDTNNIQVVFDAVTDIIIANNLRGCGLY
Bim-Mcl-1: human Bim-Mcl-1 interaction inhibition; inhibition, % at 10 µM; Q07820; 0.1% of 190,000 active; Bead-based flow cytometry, Bim peptide-Mcl-1 binding; AID 1009; in the data active = inhibition above about 40%;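 note: 0% = no compound tracer wells and 100% = peptide blocker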
Pf gametocyte: kills late stage P. falciparum gametocytes; AID 743093; inhibition, % at 10.9 µM; P. falciparum stage V gametocytes, ATP luminescence, 24 h; 0.065% of 150,000 active;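 active = inhibition above the mean plus 3 SD of compounds within the control limits, set per campaign, cut at about 38% in these data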;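 note: 0% = DMSO wells and 100% = medium only without gametocytes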
HRas wt GTP: modulators of GTP binding to human HRas wildtype. P01112. GST-Ras wt beads, Bodipy-FL-GTP binding, flow cytometry; actives lie on both sides. GTP binding activity, % at 10 µM. 0.14% of 190,000 active. AID 759;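 active = GTP binding activity at least 20% away from the 100% baseline, either lowered as inhibitor or raised as activator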;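 note: 0% = unlabeled GTP competition control and 100% = no-compound control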
Target sequence (P01112 whole entry, looked up): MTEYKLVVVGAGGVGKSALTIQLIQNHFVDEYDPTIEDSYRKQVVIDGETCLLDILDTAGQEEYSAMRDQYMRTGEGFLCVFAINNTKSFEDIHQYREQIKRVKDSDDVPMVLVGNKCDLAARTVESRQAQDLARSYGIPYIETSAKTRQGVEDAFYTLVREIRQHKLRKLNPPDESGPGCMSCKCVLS
Rac1 mut GTP: modulators of GTP binding to human Rac1 activated mutant; GST-Rac1 activated beads, fluorescent GTP binding, flow cytometry; actives lie on both sides; 100% means binding = to untreated wells; percent activity (GTP binding), % at 10 µM; 0.11% of 190,000 active;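 active = GTP binding at least 20 percentage points away from the 100% baseline, in either direction, so actives lie on both sides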
Rab2A wt mod: changes GTP binding to wildtype dog Rab2A, up or down; GST-Rab2 wt beads, Bodipy-GTP binding, flow cytometry; GTP binding activity, % at 10 µM; 0.19% of 190,000 active;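 active = GTP binding activity at least 20 points away from 100%, either lowered or raised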;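 note: 0% = beads with excess unlabeled GTP and 100% = no-compound control corrected for plate trend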
Mcl1 Bid PPI: disrupts binding of human Mcl-1 to Bid peptide | Q07820 | TR-FRET Mcl-1/Bid-Dy647 peptide binding, 1536-well | inhibition, % at 21.7 µM | 0.97% of 220,000 active | AID 1021;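 active = compounds that cut the binding signal by more than half at the single screening dose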;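 note: His-tagged Mcl-1 with europium anti-His antibody binding Bid BH3 peptide; 0% = Mcl-1 plus peptide wells and 100% = peptide-only wells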
Rab7 wt GTP bind: dog Rab7 wildtype GTP binding, inhibitors and activators; GST-Rab7 beads, fluorescent GTP binding, flow cytometry; actives lie on both sides; untreated = 100%, excess cold GTP = 0%; GTP binding activity (percent of control), % at 10 µM; 0.055% of 190,000 active; AID 758;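 active = fluorescent GTP binding to Rab7 beads changed by at least 20 points from the 100% baseline, either direction, mostly lower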;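 note: median green fluorescence of bound Bodipy-FL-GTP per Rab7 bead population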
Numbers without * were called inactive; · = no result given; & = joins results of further samples.

SMILES	Mcl1-Noxa inh	Rac1 wt GTP bind	Cdc42 wt	RGS8-Gao	Bim-Mcl-1	Pf gametocyte	HRas wt GTP	Rac1 mut GTP	Rab2A wt mod	Mcl1 Bid PPI	Rab7 wt GTP bind
COC(=O)c1ccccc1NC(=O)c1cc(-c2ccc(C)cc2)on1	-26	101	103	100	-6	·	103	99	102	-3	94
Cc1nn(C(C)C(=O)N2CCCCC2)c(=O)c2c1sc1ccccc12 (stereo not given)	13	106	109	99	0	·	109	101	108	-24	105
CCOC(=O)c1c(N)sc(C(=O)N2CCCC2)c1C	15	92	95	103	4	·	96	92	93	-28	98
O=C1N(c2cccc(Cl)c2)C(c2ccc(Cl)cc2)N2CCCN12 (stereo not given)	2	106	100	105	-4	4	100	98	99	-7	104
CCN(CC)S(=O)(=O)c1cc([N+](=O)[O-])ccc1NNC(=O)Nc1ccccc1	19	107	102	97	-4	·	101	100	102	-9	99
COc1ccc(C(C)=O)cc1CN1C(=O)NC2(CCCC2)C1=O	19	98	94	107	1	29	96	95	96	-1	97
N=c1c(C(=O)NCc2ccc(F)cc2)cc2c(=O)n3ccccc3nc2n1CC1CCCO1 (stereo not given)	19	96	97	97	-4	·	95	94	93	0	98
COc1ccc2[nH]c(CN3CCN(CC(C)C)C(CCO)C3)c(C)c2c1 (stereo not given)	8	104	102	94	0	0	101	97	105	-15	110
O=C1NCCCC1C(=O)N1CCN(C(=O)c2ccco2)CC1 (stereo not given)	-3	105	101	100	0	-1	102	101	104	-6	104
C/C(=N\NC(=S)Nc1ccc(C)c(C)c1)c1ccc(N2CCOCC2)cc1	-72	97	100	100	-5	-4	96	93	96	-122	95
CC(C)CC(=O)/C=C/n1c(=S)oc2ccccc21	-3	104	101	104	-3	7	103	104	104	-12	101
CC(=O)c1nc(-c2ccccc2)sc1C	-30	98	94	103	-1	2	94	95	94	-9	97
CC(NC(=O)NC1CCCCC1)c1ccccc1 (stereo not given)	-8	105	102	104	-6	15	102	99	99	-44	105
COc1ccc(Br)c(C(=O)Nc2cccc(Cl)c2Cl)c1	7	102	97	102	-2	-48	102	99	94	-11	100
COc1ccccc1CN(C)CC(=O)NC1CCCc2ccccc21 (stereo not given)	-16	97	93	102	-5	3	94	95	94	-2	93

Structural class, the entries above with a thiophene ring, fused or not
SMILES	Mcl1-Noxa inh	Rac1 wt GTP bind	Cdc42 wt	RGS8-Gao	Bim-Mcl-1	Pf gametocyte	HRas wt GTP	Rac1 mut GTP	Rab2A wt mod	Mcl1 Bid PPI	Rab7 wt GTP bind
Cc1nn(C(C)C(=O)N2CCCCC2)c(=O)c2c1sc1ccccc12 (stereo not given)	13	106	109	99	0	·	109	101	108	-24	105
CCOC(=O)c1c(N)sc(C(=O)N2CCCC2)c1C	15	92	95	103	4	·	96	92	93	-28	98

One compound at a time, from the list above. Values in the order: Mcl1-Noxa inh, Rac1 wt GTP bind, Cdc42 wt, RGS8-Gao, Bim-Mcl-1, Pf gametocyte, HRas wt GTP, Rac1 mut GTP, Rab2A wt mod, Mcl1 Bid PPI, Rab7 wt GTP bind
Record of COC(=O)c1ccccc1NC(=O)c1cc(-c2ccc(C)cc2)on1 : -26, 101, 103, 100, -6, ·, 103, 99, 102, -3, 94
Record of COc1ccccc1CN(C)CC(=O)NC1CCCc2ccccc21 (stereo not given) : -16, 97, 93, 102, -5, 3, 94, 95, 94, -2, 93
Record of O=C1N(c2cccc(Cl)c2)C(c2ccc(Cl)cc2)N2CCCN12 (stereo not given) : 2, 106, 100, 105, -4, 4, 100, 98, 99, -7, 104
Record of CC(NC(=O)NC1CCCCC1)c1ccccc1 (stereo not given) : -8, 105, 102, 104, -6, 15, 102, 99, 99, -44, 105

Following part:
Compound | Mcl1-Noxa inh | Rac1 wt GTP bind | Cdc42 wt | RGS8-Gao | Bim-Mcl-1 | Pf gametocyte | HRas wt GTP | Rac1 mut GTP | Rab2A wt mod | Mcl1 Bid PPI | Rab7 wt GTP bind
Cc1cc(Br)ccc1NC(=O)CNC(=O)CN1C(=O)NC2(CCCCCC2)C1=O | -15 | 110 | 105 | 102 | -4 | · | 99 | 98 | 100 | -32 | 97
CCOC(=O)N1CCN(c2c(NCc3ccccc3OC)c(=O)c2=O)CC1 | 2 | 110 | 103 | 101 | -1 | · | 106 | 104 | 105 | -5 | 105
O=C(C[n+]1ccccc1)N/N=C/c1cccs1 | -4 | 100 | 96 | 102 | 0 | 0 | 100 | 96 | 98 | -18 | 106
Cc1cc(NC(=O)COc2cccc(Oc3ccccc3)c2)no1 | 11 | 108 | 103 | 106 | 2 | · | 102 | 103 | 105 | -5 | 99
O=C(CSc1nc2ccccc2c(=O)n1Cc1ccco1)N1CCCCCC1 | 2 | 104 | 101 | 100 | -5 | -23 | 98 | 99 | 98 | -12 | 102
CCCn1c(N)c(C(=O)COC(=O)c2c(C)noc2C)c(=O)n(C)c1=O | -4 | 109 | 109 | 103 | 0 | -3 | 106 | 101 | 104 | -15 | 100
CC(C)c1ccc(NC(=O)C(c2ccccc2)N2CCN(C(=O)c3ccco3)CC2)cc1 (stereo not given) | -15 | 101 | 102 | 107 | 0 | · | 100 | 100 | 100 | 12 | 95
COC(=O)C1=C(C)OC(N)=C(C#N)C1c1ccccc1 (stereo not given) | 6 | 108 | 106 | 103 | -7 | · | 100 | 100 | 101 | -16 | 101
CCOC(=O)C1=C(C)N=c2s/c(=C\c3ccc(OC(C)=O)c(OCC)c3)c(=O)n2C1/C=C/c1ccccc1 (stereo not given) | · | 90 | 93 | 114 | -8 | -14 | 93 | 91 | 90 | -21 | 93
c1ccc(Oc2cc(-n3cccn3)ncn2)cc1 | -3 | 100 | 102 | 96 | 0 | · | 101 | 99 | 100 | -8 | 101
O=C(CN1C(=O)c2ccccc2S1(=O)=O)NC(Nc1ccccc1F)C(Cl)(Cl)Cl (stereo not given) | -3 | 97 | 95 | 104 | 0 | -27 | 95 | 94 | 95 | -24 | 95
Cc1cc(-n2cnnn2)ccc1C(C)C | -6 | 100 | 96 | 99 | 1 | 0 | 98 | 98 | 98 | -37 | 102
CN(CCNC(=O)C1CC(=O)N(c2ccc(F)c(Cl)c2)C1)Cc1ccccc1 (stereo not given) | 13 | 101 | 101 | 101 | -1 | -20 | 101 | 99 | 100 | -15 | 96
O=C(NCCc1ccc(Cl)cc1)C1CCN(S(=O)(=O)c2ccc(-n3cnnn3)cc2)CC1 | -22 | 96 | 95 | 100 | 1 | · | 98 | 95 | 97 | -22 | 96
O=C(O)CNC(=O)/C=C/c1ccc(Cl)cc1Cl | 11 | 95 | 95 | 101 | -1 | · | 92 | 91 | 93 | -9 | 104
CC(=O)N(CCO)Cc1cc2cc(C)cc(C)c2[nH]c1=O | 14 | 100 | 98 | 102 | 1 | · | 99 | 98 | 98 | 8 | 96
CCc1nccn1S(=O)(=O)c1cc(OC)c(Cl)cc1OC | 7 | 99 | 96 | 12* | 0 | 16 | 100 | 98 | 99 | 15 | 99
Nc1nc(Cl)nc2c1ncn2[C@H]1C[C@H](O)[C@@H](CO)O1 | 16&-32 | 103 | 95 | 78&104 | -2&-1 | · | 99 | 98 | 100 | 11&-5 | 100
Cc1ccc(C(=O)COc2ccccc2-c2ccccc2)cc1C | 11 | 105 | 105 | 98 | -3 | · | 101 | 99 | 101 | -7 | 99
C#CCNC(=O)C1=C[C@H](C2CC2)C[C@H](OCCCCO)O1 | -46 | 101 | 95 | 99 | -3 | · | 99 | 97 | 97 | -8 | 104
CCOc1ccc(S(=O)(=O)N2c3ccccc3CC2C)cc1 (stereo not given) | -4 | 102 | 102 | 103 | -2 | 21 | 100 | 99 | 100 | 0 | 99
COCC(C)n1c(C)cc(C(=O)COC(=O)c2nc3nc(C)cc(C)n3n2)c1C (stereo not given) | 3 | 104 | 106 | 98 | 0 | -20 | 105 | 101 | 104 | -64 | 100
NC(=O)c1nn(-c2ccc(Oc3ccccc3)cc2)c(=O)cc1O | 13 | 94 | 98 | 97 | 0 | -4 | 95 | 95 | 95 | -33 | 92
COCCNC(=O)C(OC(=O)CC1Sc2ccccc2NC1=O)c1ccncc1 (stereo not given) | 4 | 92 | 94 | 94 | 1 | · | 93 | 93 | 93 | -8 | 96
CC(Nc1ccc(F)cc1F)C(=O)NC(=O)NC1CCCCC1 (stereo not given) | 20 | 99 | 97 | 104 | 0 | -3 | 95 | 100 | 99 | -10 | 97
Cc1ccc(S(=O)(=O)N(CC(=O)NCCSc2ccccn2)c2cc(C)cc(C)c2)cc1 | -5 | 97 | 102 | 110 | -6 | 12 | 101 | 97 | 100 | 10 | 100
CCn1cc(C(=O)NCCCOC)c2cc(OC)c(OC)cc2c1=O | 13 | 103 | 104 | 97 | -1 | · | 102 | 99 | 103 | 1 | 100
CCCNc1sc(S(=O)(=O)CCC)nc1S(=O)(=O)c1ccc(C)cc1 | 5 | 98 | 97 | 100 | -1 | 7 | 103 | 97 | 101 | -7 | 107
COC(=O)NC(NC(=S)Nc1ccc([N+](=O)[O-])cc1)C(Cl)(Cl)Cl (stereo not given) | 17 | 105 | 98 | 82 | 1 | -13 | 97 | 101 | 96 | -7 | 95

This is a random part of the collection; overall some 2.9% were active at least once.
